High-throughput results (PubChem)
FAS-TE inh: FAS thioesterase domain inhibitors, primary screen, biochemical, fluorescence intensity, uHTS; Fatty acid synthase (Homo sapiens), P49327; inhibition, % at 15 µM; 360,000 tested, 0.67% active; AID 602261, 2012; recombinant FAS-TE, OMFH fluorogenic substrate, fluorescence endpoint;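 active means compounds whose normalised, plate-corrected inhibition of enzyme fluorescence in the single-dose primary screen is 50% or more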;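 further: 0% = DMSO with enzyme and 100% = substrate without enzyme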
MT1-MMP act inh: blockers of MT1-MMP proenzyme processing, primary screen, HT1080 RFP-PRO-GFP cells, GFP/RFP fluorescence | Matrix metalloproteinase-14 (Homo sapiens), P50281 | GFP/RFP ratio fluorescence, overnight; percent of plate control window, DMSO zero | GFP/RFP ratio change, % at 20 µM | 360,000 tested, 0.061% active | AID 651647, 2012;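 active means GFP/RFP ratio change of at least 30% with cell ATP level not reduced by more than half and red fluorescence within 50% of control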; further: strong numbers were not always called active
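Assay system: HT1080 RFP-PRO-GFP cells. Benchmarks: DMSO vehicle wells and RFP-L50D-GFP reporter cell wells. Times: overnight cell settling, then overnight compound exposure, 37 °C, 5% CO2. Compound: 20 µM single dose, 1% DMSO. Read-out basis: GFP/RFP fluorescence ratio.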
E coli Lon inh: inhibitors of E. coli Lon protease, primary screen, biochemical, fluorescence polarization. inhibition, % at 7.94 µM. 360,000 tested, 0.42% active. P0A9M0. purified E. coli Lon protease; in the data active means inhibition above about 13%, passing the limit was not always enough;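 further: 0% = enzyme with probe and DMSO and 100% = no enzyme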
Rin1 Abl inh: inhibitors of Rin1-Abl protein binding, primary screen, biochemical, TR-FRET. Tyrosine-protein kinase ABL1 (Homo sapiens) + Ras and Rab interactor 1 (Homo sapiens), …. inhibition, % at 7.35 µM. 360,000 tested, 0.4% active; in the data active means inhibition above about 5%, passing the limit was not always enough
NRP1-CendR mod: modulators of CendR peptide binding to NRP-1, primary screen, biochemical, fluorescence polarization, uHTS; inhibition, % at 25 µM; AID 602438, 2012; FAM-RPARPAR peptide binding to NRP-1; 360,000 tested, 0.85% active;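 active means inhibition or corrected inhibition above about 18%, plus a signal ratio from 0.5 to 1.5, limit read from the data, passing the limit was not always enough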; further: strong numbers were not always called active
SKN-1 block: suppressors of acrylamide-induced Pgst-4::GFP reporter in worms, primary screen, SKN-1 inhibitor project, whole organism, uHTS, GFP/RFP fluorescence ratio, strain VP596; inhibition, % at 21.8 µM; 360,000 tested, 0.49% active; C. elegans VP596 Pgst-4::GFP/RFP ratio, 24 h; AID 624304, 2012;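 active means interference check ratio from 0.5 to 1.5 plus GFP to RFP signal ratio inhibition reaching or exceeding a fixed threshold, cut at about 30% in these data, passing the limit was not always enough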; further: some compounds called inactive have numbers as strong as hits
MsrA inh: bovine MsrA enzyme inhibitors, primary screen, biochemical, absorbance, HTS; Methionine sulfoxide reductase A (Bos taurus); purified bovine MsrA, absorbance read-out; inhibition, % at 15.5 µM; 360,000 tested, 0.75% active; AID 651718, 2012; in the data active means inhibition above about 4.5%;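 further: 0% = vehicle wells with enzyme and 100% = reference inhibitor wells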
MsrA act: bovine MsrA enzyme activators, primary screen, biochemical, absorbance, HTS; Methionine sulfoxide reductase A (Bos taurus); purified bovine MsrA, absorbance read-out; activation, % at 10.6 µM; 360,000 tested, 0.3% active; AID 602163, 2012; in the data active means activation above about 7.5%;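 further: 0% = vehicle and 100% = reference activator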
Neddylation inh: inhibitors of cullin neddylation, primary screen, biochemical, TR-FRET, uHTS, NAE and Ubc12; NEDD8-conjugating enzyme Ubc12 (Homo sapiens) + NEDD8-activating enzyme E1 regulatory …; calls only at 25 µM; 360,000 tested, 0.58% active; in the data active means inhibition above about 36%
Active calls of the source: *; i = inactive; . = no result given.

Second line of a record – Rin1 Abl inh, Neddylation inh, E coli Lon inh, FAS-TE inh, NRP1-CendR mod, MT1-MMP act inh, MsrA inh, MsrA act, SKN-1 block
(1) Cc1ccc(OP(=O)(Nc2c(C)n(C)n(-c3ccccc3)c2=O)Oc2ccc(C)cc2)cc1
    2.8, i, -0.9, 0.5, -4.0, -2.9, -1.2, -0.3, -13.3
(2) CCOC(=O)c1ccc(NC(=S)N2CCN(CCN=CC3=C(O)CC(c4ccccc4)CC3=O)CC2)cc1 (centres undefined)
    -1.4, i, -4.0, 39.9, 9.6, 0.2, 0.2, 0.2, -6.1
(3) COc1ccc(NC(=O)C[C@H]2C(=O)N(c3ccc(Br)cc3)C[C@@H]2CSC)cc1
    -0.9, i, -6.4, 12.6, -2.3, 8.7, 0.9, -1.2, -1.0
(4) CC(=O)c1cccc(NS(=O)(=O)N2CCOCC2)c1
    -2.4, i, -15.4, -6.6, 2.8, 0.2, 0.7, -1.9, 21.9
(5) CCOC(=O)c1c(NC(=S)NC(=O)c2ccco2)sc2c1CCCC2
    3.6, i, -7.3, 4.4, -5.0, 0.5, -0.5, -1.4, -23.4
(6) CCCCN(C(=O)C1CC(=O)N(CCc2ccc(OC)c(OC)c2)C1)c1c(N)n(CCCC)c(=O)[nH]c1=O (centres undefined)
    1.1, i, 14.6, -8.2, 3.0, ., 0.3, -10.2, -3.9
(7) COc1cc(C(Nc2ccccn2)c2ccc3ccc(C)nc3c2O)cc(OC)c1O (centres undefined)
    -2.6, i, 5.5, -4.2, -18.6, 1.2, ., -3.3, -1.3
(8) CN(c1ccc(OC(=O)c2ccc(-n3cncn3)c([N+](=O)[O-])c2)cc1)S(=O)(=O)c1ccccc1
    1.0, i, 2.8, 42.3, -2.5, -1.0, -0.7, -1.3, 9.1
(9) O=C(O)CCCNC(=O)OCc1ccccc1
    -2.9, i, -2.3, -4.4, 8.1, -3.4, 0.0, -1.1, 12.8
(10) COc1ccc(/C=C(\C#N)C(=O)NCc2ccccc2)cc1
    1.4, ., 2.8, -0.8, -1.0, -0.3, 2.1, -3.5, 4.4
(11) COc1ccc(CN(C(=O)CCC(=O)Nc2cc(C)on2)C(C(=O)NC(C)(C)C)c2cccc(OC)c2OC)cc1 (centres undefined)
    0.4, i, 3.5, -1.9, -12.7, -4.8, -1.0, -3.4, 12.6
(12) O=C(Nc1nccs1)C1CC(=O)N(c2ccccc2Cl)C1 (centres undefined)
    2.6, i, -8.8, -8.0, 0.7, 4.5, 0.5, -1.8, -10.9
(13) CC1CC(=O)c2cc(-c3ccccc3)oc2C1 (centres undefined)
    2.7, i, 1.8, 1.3, -7.7, -1.0, -0.3, 0.5, 15.0
(14) Cc1ccc(-c2ccc(/C=N/NC(=S)Nc3ccccc3)o2)cc1[N+](=O)[O-]
    -0.2, i, 1.0, 14.6, -5.3, 14.0, 3.2, -1.5, 5.8
(15) O=S(=O)(c1ccc(Br)cc1)n1ccc2ccccc21
    -0.8, i, 0.4, 22.0, 8.6, 0.2, 1.8, -3.2, 3.4
(16) COc1ccccc1-c1ccc(=O)n(CC(=O)NCC2CCCO2)n1 (centres undefined)
    -2.3, i, -9.2, -6.1, -0.5, -5.1, 0.0, -2.8, 9.5
(17) CCN(CC(=O)NCc1ccco1)S(=O)(=O)c1ccc(OC)cc1
    0.3, i, -3.5, -7.7, 3.3, -3.9, -1.1, -2.5, 16.4
(18) CCc1c(C2(O)CCCCC2)[nH]c2cc(C(F)(F)F)ccc12
    0.6, i, -5.9, 33.8, -11.6, 1.7, ., 0.4, 7.4
(19) COc1cc(CC(=O)OCC(=O)Nc2ccc3c(c2)OCO3)cc(OC)c1OC
    3.6, i, -5.9, 3.2, -13.4, -2.6, 0.2, -3.6, -5.3
(20) Cc1ccc2c(c1)nnn2C1CCN(CC(=O)NCCc2ccccc2)CC1
    0.7, i, -0.6, -2.8, -0.9, 7.9, 1.8, 3.3, 13.8

A different layout for four compounds above:
No.	SMILES	Rin1 Abl inh	Neddylation inh	E coli Lon inh	FAS-TE inh	NRP1-CendR mod	MT1-MMP act inh	MsrA inh	MsrA act	SKN-1 block
16	COc1ccccc1-c1ccc(=O)n(CC(=O)NCC2CCCO2)n1 (centres undefined)	-2.3	i	-9.2	-6.1	-0.5	-5.1	0.0	-2.8	9.5
17	CCN(CC(=O)NCc1ccco1)S(=O)(=O)c1ccc(OC)cc1	0.3	i	-3.5	-7.7	3.3	-3.9	-1.1	-2.5	16.4
18	CCc1c(C2(O)CCCCC2)[nH]c2cc(C(F)(F)F)ccc12	0.6	i	-5.9	33.8	-11.6	1.7	.	0.4	7.4
19	COc1cc(CC(=O)OCC(=O)Nc2ccc3c(c2)OCO3)cc(OC)c1OC	3.6	i	-5.9	3.2	-13.4	-2.6	0.2	-3.6	-5.3

(more compounds)
Second line of a record – Rin1 Abl inh, Neddylation inh, E coli Lon inh, FAS-TE inh, NRP1-CendR mod, MT1-MMP act inh, MsrA inh, MsrA act, SKN-1 block
(21) Cc1cccc(C(=O)NC(=S)NC(C)c2ccccc2)c1 (centres undefined)
    -0.3, i, -0.7, 28.9, 4.9, 1.0, 0.5, -1.6, 3.8
(22) Cc1cc(NC(=O)COC(=O)CCC(=O)c2ccc(F)cc2)no1
    0.7, i, 2.3, -2.6, 16.2, 1.8, 0.2, -1.2, -6.0
(23) CN1CCN(c2ncnc3c2ncn3[C@H]2CN(Cc3ccc(-c4ccccc4)cc3)C[C@@H](CO)O2)CC1
    4.3, i, -5.0, -1.1, -15.1, -2.9, -0.1, -2.1, 15.3
(24) O=C(c1cc2ccccc2s1)N1CCN(c2ccccn2)CC1
    -1.2, i, 9.0, 3.2, -2.7, -0.1, 2.0, -1.5, 11.9
(25) CC(C)c1ccc(/C=N/n2nnnc2Nc2ccccc2)cc1
    -0.6, i, -3.2, -1.0, 6.8, 2.2, 0.5, 0.9, 3.5
(26) Cc1cc(NC(=O)C2CCCCC2)ncc1NC(=O)c1ccccn1
    2.2, i, 12.6, 0.6, 5.1, -4.7, 0.1, -1.2, 2.5
(27) O=C(CSc1nnc(-c2ccncc2)o1)Nc1cc(F)ccc1F
    1.0, i, -2.1, -5.4, 5.5, 1.1, -0.2, -1.9, -1.0
(28) O=C(Nc1ccccc1F)Nc1cccc2ccc(O)cc12
    0.6, i, -16.0, -1.9, -11.3, 5.2, 0.0, -1.4, -8.5
(29) CCCOc1cc2c(C#N)c(N3CCCC3)nc(N)c2c(N)n1
    2.0, i, 13.9, 3.8, 2.1, -5.9, 0.0, -4.9, 15.1
(30) CC1(C)Cc2c(sc3c2c(=O)n(Cc2ccccc2)c2nncn32)CO1
    2.2, i, 2.3, -5.8, -7.4, -1.2, ., 0.4, -7.2
(31) CCOc1ccc(N=c2scc(-c3ccccc3)n2CCO)cc1
    -7.1, i, 10.9, 10.3, -20.6, -11.4, 0.3, -0.9, 14.3
(32) COc1cccc(OC)c1NC(=O)Cn1nc(-c2ccc3c(c2)OCCO3)ccc1=O
    -4.2, i, 7.8, -4.5, -6.2, -1.2, -0.1, -2.0, 5.1
(33) CC(OC(=O)c1ccc(NC(=O)CC#N)cc1)C(=O)Nc1ccc(S(=O)(=O)N2CCCC2)cc1 (centres undefined)
    2.4, i, 0.0, -4.2, -9.4, 0.1, 0.1, -1.1, 15.5
(34) CCCCNC(=O)Cn1cnc2sc(C(=O)OCC)c(C)c2c1=O
    -0.6, i, -2.0, -8.4, -16.8, -6.3, 0.1, 1.8, 1.6
(35) CC1CC1C(=O)OCC(=O)Nc1ccc(N=Nc2ccccc2)cc1 (centres undefined)
    2.2, i, 8.6, 22.1, -3.5, 11.4, 2.7, -5.5, 14.7
(36) O=C(O)c1cc(S(=O)(=O)N2CCCCCC2)ccc1Cl
    2.3, i, 0.3, -5.0, -4.3, 1.9, -0.1, -8.2, 4.2
(37) COC(=O)c1ccc(OCC(=O)NCCC2=CCCCC2)c(OC)c1
    2.2, i, -8.7, 3.9, 16.8, 0.2, 0.0, -2.1, 1.6
(38) CN(C)C(=O)c1ccc(Nc2nnc(-c3ccc(O)cc3)c3ccccc23)cc1
    0.9, i, -5.0, -0.5, 4.8, -2.5, 1.7, -3.5, -14.5
(39) O=C(Nc1ccc([N+](=O)[O-])cc1)c1ccc(S(=O)(=O)N2CCCC2)cc1
    -0.4, i, -4.4, 1.6, -0.3, 1.1, 0.2, -1.4, -1.8
(40) C[C@H](NC(=O)c1ccccc1)C(=O)OCC(=O)c1c[nH]c2ccccc12
    3.4, i, -10.3, 0.6, -2.7, 1.6, 1.1, -5.8, -4.3
(41) O=C(NNC(=S)Nc1cccc(Cl)c1)c1ccccc1
    -0.1, i, -7.4, -1.2, -4.2, 3.2, -0.7, -2.9, -2.3
(42) Cc1ccc(C(=O)CSc2nc3ccccc3c(=O)n2N)o1
    -0.3, i, -2.6, -6.0, -4.7, -6.3, 1.5, -3.6, 15.0
(43) CC1=CC(C)(C(Cl)(Cl)Cl)C(C)=CC1=NO (centres undefined)
    -3.2, i, -11.9, 0.4, -9.3, -2.7, 1.1, 3.1, 1.2
(44) CCOc1ccc(OCC(=O)OCC(=O)NNC(=O)c2ccc([N+](=O)[O-])cc2)cc1
    0.1, i, 2.7, 12.1, 1.4, 3.6, 0.7, -1.4, 1.9
(45) O=C(COC(=O)C1=Cc2ccccc2OC1)NC1CCCC1
    0.1, i, 0.5, -9.9, 2.8, 1.0, -0.2, -0.3, 5.7
(46) CCOC(=O)Cc1csc(NC(=O)CN2C(=O)c3ccccc3C2=O)n1
    -0.6, i, -1.8, -8.0, 5.8, -3.1, -1.7, -1.3, -2.9
(47) CC1CCN(c2ccc(NC(=O)Cn3c(=O)oc4ccccc43)cc2)CC1
    -3.3, i, -7.5, -10.6, -4.2, 3.6, 0.3, -0.5, -2.8
(48) COc1ccc(S(=O)(=O)NCCc2ccccc2)c2cccnc12
    -0.6, i, 6.7, -3.3, 7.4, 3.6, 0.0, -4.9, 21.0
(49) CCCC(=O)N1CCCC(c2nc(-c3cccs3)no2)C1 (centres undefined)
    -0.1, i, 1.3, -5.3, 4.4, 13.5, 0.7, -3.2, 5.3
(50) CN(Cc1ccc(C(F)(F)F)cc1)C(=O)C1CCC(=O)N(C2CC2)C1 (centres undefined)
    0.1, i, -4.4, -4.4, 1.4, 4.0, -1.4, -5.0, -0.2
(51) COc1ccc(NS(=O)(=O)c2cccc(C(=O)N(C)Cc3cccs3)c2)cc1
    1.1, i, -7.9, 1.2, 4.2, -1.7, -0.3, -1.1, -4.3
